H1N1 NS1A inhibition: H1N1 influenza NS1A inhibitors, functional cell based assay (AID 504329); NS1A functional cell-based assay, percent inhibition; higher % means a stronger effect; inhibition, % at 12.5 µM; hits with a dose series show IC50 in µM; actives 0.3% (n = 340,000); in the data active = a potency from the dose series; inconclusive = inhibition above about 27% without an active follow-up result; also: strong numbers were not always called active
inhibitors of VEEV: inhibitors of VEEV TC-83 cytopathic effect, confirmation, Vero cells (AID 588727). Vero cells, VEEV TC-83 cytopathic effect inhibition; higher % means a stronger effect. inhibition, % at 20 µM, or IC50 in µM where a hit was titrated. actives 0.13% (n = 350,000); in the data active = a potency from the dose series; inconclusive = inhibition mostly from about 14% at the one dose, without a potency; inactive = the rest, 99 in 100 with inhibition below about 12%; also: strong numbers were not always called active
PhoP GFP inhibition: PhoP regulon inhibitors, Salmonella typhi PhoP promoter GFP reporter, confirmatory (AID 1850); Salmonella Typhi PhoP-promoter GFP reporter, fluorescence, 4 h; higher % means a stronger effect; inhibition, % at 50 µM, or IC50 in µM where a hit was titrated; actives 0.33% (n = 310,000); in the data active = a potency from the dose series; inconclusive = inhibition mostly from about 25% at the one dose, without a potency; inactive = the rest, 99 in 100 with inhibition below about 19%;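 also: 0% = induced wells with vehicle and 100% = uninduced wells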
tuberculosis growth: growth inhibition of non-replicating M. tuberculosis (AID 488890). one-dose inhibition, % at 25 µM; IC50 in µM for titrated hits. actives 0.39% (n = 320,000). Mycobacterium tuberculosis non-replicating, growth inhibition; higher % means a stronger effect; in the data active = a potency from the dose series; inconclusive = inhibition mostly from about 82% at the one dose, without a potency; inactive = the rest, 99 in 100 with inhibition below about 76%;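 also: plate controls were DMSO cells for no effect and high antibiotic wells for full effect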
H37Rv inhibition: M. tuberculosis growth inhibition, HTS (AID 449762); inhibition, % at 25 µM, or IC50 in µM where a hit was titrated; actives 0.59% (n = 330,000); M. tuberculosis H37Rv growth inhibition, 7H9 media; higher % means a stronger effect; in the data active = a potency from the dose series; inconclusive = inhibition above about 70% without an active follow-up result;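 also: bacterial growth assessed after seven days of incubation; strong numbers were not always called active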
inhibitors of VEEV 10K pilot screen: recorded beside inhibitors of VEEV, whose call it bears; inhibition, %; measured here: 10K pilot screen inhibition
Numbers without * were called inactive; i = inactive; ? = inconclusive; nt = no result given.

SMILES	H1N1 NS1A inhibition	inhibitors of VEEV	PhoP GFP inhibition	tuberculosis growth	H37Rv inhibition	others
C=CCOC(=O)C1=C[C@@H](c2ccccc2)[C@H](CCCO)[C@@H](OCC)O1	-17%	3.5%	3%	-37%	0%
CCOC(=O)c1c(NC(=O)CSc2nc3ccccc3s2)sc(C)c1C	-17%	i	9%	26%	3%
COc1ccc(C(=O)NC2CC(C)(C)NC(C)(C)C2)cc1OC	0%	0.4%	2%	-2%	-4%
O=C(Cn1c(=O)[nH]n(-c2ccccc2)c1=O)N1CCCc2ccccc21	2%	1.8%	-2%	21%	-12%
CCc1ccccc1N=C1S/C(=C/c2ccccc2OCC(=O)N2CCOCC2)C(=O)N1C	13%	8.0%	6%	6%	3%
O=c1c(Cc2ccc(Cl)cc2)c(O)ccn1Cc1cccc(Cl)c1	-65%	3.5%	10%	-6%	-6%
CCOc1ccc(C(c2c(NC(=O)c3ccccc3)sc(C)c2C)N2CCN(CCO)CC2)cc1 (stereo unspecified)	1%	1.1%	-7%	?	55%
Cn1c(=NC(=O)COc2ccccc2)sc2cccc(F)c21	-9%	i	26%	3%	9%
CCN(CC)C1=CC2=CC(=C(C#N)C#N)CCC2CC1 (stereo unspecified)	1%	0.2%	-4%	3%	11%
COc1ccc(CCC(C)Nc2ccc(F)c(F)c2)cc1 (stereo unspecified)	-2%	0.3%	-2%	69%	9%
CC(Oc1ccccc1)C(=O)N(CCC1=CCCCC1)c1c(N)n(Cc2ccccc2)c(=O)[nH]c1=O (stereo unspecified)	6%	1.6%	-1%	32%	-3%
Cc1ccccc1-c1noc(-c2ccccc2C(=O)N2CCCC2)n1	-1%	0.8%	4%	17%	-3%
CCOC(=O)c1[nH]c(CO)c(C(=O)OCC)c1C	4%	1.1%	-12%	-2%	7%
O=[N+]([O-])c1ccc(/C=C/c2ccc3cccc([N+](=O)[O-])c3n2)cc1	2%	2.2%	-16%	-2%	8%
O=C(NS(=O)(=O)NC1CCCCC1)C1=C(N2CCCC2)COC1=O	-10%	i	nt	-7%	1%

Continued, starting with the last 4 of the part before.
SMILES	H1N1 NS1A inhibition	inhibitors of VEEV	PhoP GFP inhibition	tuberculosis growth	H37Rv inhibition	others
Cc1ccccc1-c1noc(-c2ccccc2C(=O)N2CCCC2)n1	-1%	0.8%	4%	17%	-3%
CCOC(=O)c1[nH]c(CO)c(C(=O)OCC)c1C	4%	1.1%	-12%	-2%	7%
O=[N+]([O-])c1ccc(/C=C/c2ccc3cccc([N+](=O)[O-])c3n2)cc1	2%	2.2%	-16%	-2%	8%
O=C(NS(=O)(=O)NC1CCCCC1)C1=C(N2CCCC2)COC1=O	-10%	i	nt	-7%	1%
Cc1ccc(C)c(C2=NNC(=O)CC2)c1	11%	35%	-1%	-4%	-2%
COc1cccc(N=Nc2ccc3ccccc3c2O)c1	5.2µM*	i	10%	-2%	-6%
COc1ccccc1N(C)S(=O)(=O)c1ccc(Cl)c(C(=O)NCCCN2CCOCC2)c1	-3%	1.4%	-6%	4%	-13%
CCOC(=O)C(NS(=O)(=O)c1ccccc1)(C(F)(F)F)P(=O)(OC(C)C)OC(C)C (stereo unspecified)	-3%	2.0%	-6%	-2%	4%
Cc1ccc(C2(CCN)CCOC(C(C)C)C2)cc1 (stereo unspecified)	2%	i	1%	-4%	-4%
COc1ccc(S(=O)(=O)Nc2ccc3cn[nH]c3c2)cc1C	-6%	2.6%	6%	-1%	0%
COc1ccc2[nH]c(-c3ccccc3)cc2c1	21%	1.8%	-9%	7%	6%
CCOC(=O)c1oc2cc(OC(C)=O)ccc2c(=O)c1-c1ccc(OC)c(OC)c1	-1%	0.4%	5%	-3%	-6%
C=CCn1c(SCc2ccc(Br)cc2F)nc2cc(C(=O)O)ccc2c1=O	-11%	i	0%	45%	-7%
CCOC(=O)/C(O)=C/c1ncc(C(F)(F)F)cc1Cl	-14%	1.0%	-11%	-1%	7%
C=CCn1c(-c2ccc(Cl)cc2)ccc(C#N)c1=O	-14%	i	-8%	5%	-8%
COCCn1c(C)cc(C2=NNC(=Nc3ccccc3F)SC2)c1C	-2%	0.3%	3%	33%	-6%
O=C1N(c2ccccc2)C(c2ccc(Cl)cc2)N2CCCN12 (stereo unspecified)	1%	i	-6%	3%	1%
O=C(Nc1scc(-c2ccc(F)cc2)c1C(=O)O)c1ccco1	-12%	i	0%	41%	-14%
Cn1c(N)c(C(=O)COC(=O)C2CCN(S(=O)(=O)c3cccs3)CC2)c(=O)n(C)c1=O	10%	4.3%	-8%	-8%	-14%

Compounds listed so far that have a CF3 group (2):
SMILES	H1N1 NS1A inhibition	inhibitors of VEEV	PhoP GFP inhibition	tuberculosis growth	H37Rv inhibition	others
CCOC(=O)C(NS(=O)(=O)c1ccccc1)(C(F)(F)F)P(=O)(OC(C)C)OC(C)C (stereo unspecified)	-3%	2.0%	-6%	-2%	4%
CCOC(=O)/C(O)=C/c1ncc(C(F)(F)F)cc1Cl	-14%	1.0%	-11%	-1%	7%

New compounds follow:
SMILES	H1N1 NS1A inhibition	inhibitors of VEEV	PhoP GFP inhibition	tuberculosis growth	H37Rv inhibition	others
Cc1ccc(C(=O)N2CCC3(CC2)Oc2ccc(Cl)cc2C(=O)C32CC(c3ccccc3)=NO2)s1 (stereo unspecified)	8%	6.3%	-10%	25%	13%
Cn1c(=O)c2c(ncn2CC(=O)Nc2cc(S(=O)(=O)N3CCCCC3)ccc2O)n(C)c1=O	1%	1.5%	nt	1%	3%
Cc1ccc(C(=O)CC(C(=O)O)n2cnc([N+](=O)[O-])n2)cc1 (stereo unspecified)	-3%	2.7%	7%	42%	55%
CC(=O)c1ccc(N2CCc3ccccc3C2)c([N+](=O)[O-])c1	nt	0.2%	-1%	11%	-9%
Cc1ccc(C(c2cc(Cl)c3cccnc3c2O)N2CCN(C)CC2)cc1 (stereo unspecified)	5%	i	37µM*	?	18%
CCOC(=O)C1CCCN(C(=O)c2cc(-c3ccco3)nc3ccccc23)C1 (stereo unspecified)	-3%	0.6%	nt	18%	1%
S=c1[nH]nc(-c2ccco2)n1/N=C/c1ccc(Br)s1	1%	i	7%	9%	1%
Cc1ccc2cc(C=C(C#N)C#N)c(Cl)nc2c1	4%	1.2%	-1%	20%	-2%
C(=N\N=C\c1cccs1)/c1cccs1	-1%	1.2%	11%	4%	5%
O=C(Cn1ncc(N2CCCC2)c(Br)c1=O)c1ccc(Cl)cc1	-8%	1.1%	-3%	47%	-9%
O=C(Cc1cccs1)NNC(=S)NC(=O)c1ccco1	1%	2.0%	11%	24%	49%
COc1ccccc1OCC(=O)Nc1ccccc1C(=O)N1CCCC1	14%	i	8%	-9%	-1%
CN(C)S(=O)(=O)c1ccc(N2CCCC2)c(C(=O)Nc2nc(-c3cc(F)ccc3F)cs2)c1	-1%	0.2%	-5%	-20%	-8%
CNc1nc(N)nc(-c2cc(Cl)ccc2OC)n1	1%	1.2%	2%	12%	3%
Cc1cc(C)c(NC(=O)Nc2ccccc2)c(Cl)c1	-6%	1.3%	-4%	-20%	-3%
Cc1ccnc(NS(=O)(=O)c2ccc(C(C)(C)C)cc2)c1	nt	nt	3%	-1%	-5%
CCOC(=O)c1c(CN(C)C)n(C)c2ccc(OC(C)=O)cc12	-12%	0.5%	4%	-8%	2%
O=C(O)C1CCCN1C(=O)c1cncc(Br)c1 (stereo unspecified)	0%	i	-8%	-23%	3%
CN(c1ccccc1)S(=O)(=O)c1cc(C(=O)Nc2ccccc2N2CCOCC2)ccc1Cl	-1%	8.4%	nt	nt	nt
Cc1cc2ncc(-c3ncc(C(F)(F)F)cc3Cl)cn2n1	2%	3.3%	-9%	2%	1%
COc1ccc(NC(=O)c2cccnc2)c(OC)c1	4%	4.2%	2%	-6%	-8%
Cc1ccccc1NC(=O)c1ocnc1C	1%	0.6%	3%	6%	-10%
O=C(O)CCc1ccccc1OC(=O)c1ccccc1	-1%	13%	-1%	17%	-6%
C=CCn1c(SCC(=O)c2[nH]c(C)c(C(=O)OC)c2C)nc2scc(-c3ccc(OC)c(OC)c3)c2c1=O	8%	9.3%	-13%	4%	10%
CCOC(=O)COc1ccccc1C(=O)c1cnn(-c2ccccc2)c1	-11%	0.6%	-6%	50%	-3%
COc1ccc(-n2ncc3c2CC(C)(C)CC3NC(=O)c2c(C)cc(=O)oc2C)cc1 (stereo unspecified)	8%	0.8%	-8%	13%	2%
CCc1ccc(C(=O)NNc2ccc(S(N)(=O)=O)cc2)cc1	nt	0.5%	5%	19%	-1%
CN(CC(=O)Nc1ccccc1C(F)(F)F)C(=O)CSc1nc(N)cc(N)n1	-4%	0.2%	nt	-15%	1%
O=C(COC(=O)c1n[nH]c(=O)c2ccccc12)NCc1ccccc1	-6%	2.7%	nt	3%	5%
CN1CCN(C(=O)c2ccc(Cn3cc(Cl)cn3)o2)CC1	-3%	1.7%	5%	4%	-3%

Pulled by structure from the entries so far, two records:
SMILES	H1N1 NS1A inhibition	inhibitors of VEEV	PhoP GFP inhibition	tuberculosis growth	H37Rv inhibition	others
Cc1cc2ncc(-c3ncc(C(F)(F)F)cc3Cl)cn2n1	2%	3.3%	-9%	2%	1%
COc1ccc(NC(=O)c2cccnc2)c(OC)c1	4%	4.2%	2%	-6%	-8%

Carrying on.
SMILES	H1N1 NS1A inhibition	inhibitors of VEEV	PhoP GFP inhibition	tuberculosis growth	H37Rv inhibition	others
Cc1ccsc1C(=O)NC(C)c1ccc2c(c1)OCO2 (stereo unspecified)	5%	i	-2%	2%	1%
COc1ccc(C(=O)Nc2ccnn2C2CCN(Cc3ccn[nH]3)CC2)cc1	0%	0.9%	3%	2%	-4%
COc1cccc(N2CCN(C(=O)CN3C(=O)NC4(CCCC4)C3=O)CC2)c1	-7%	i	-2%	12%	-1%
CCOc1cc(/C=N/n2cnnc2)cc(Br)c1O	-11%	i	1%	-2%	-3%
Cc1oc(=O)c(NC(=O)c2ccccc2)cc1C(=O)c1ccccc1	-6%	0.6%	4%	5.3µM*	4%
Cn1c(=O)[nH]c(=O)c2c1nc(N1CCOCC1)n2CCSc1nnnn1-c1ccccc1	-7%	0.2%	3%	-2%	0%
COc1ccc(N(C)S(=O)(=O)c2cccc(C(=O)Nc3nc(C)cs3)c2)cc1	-5%	11%	nt	29%	-6%
O=C(Nc1cccnc1N1CCOCC1)c1ccco1	-29%	i	-12%	-7%	-6%
O=C(CNc1cccc(C(F)(F)F)c1)N/N=C/C1CCCCC1	-7%	0.0%	-6%	-11%	12%
Cc1cccc2nc(CSc3nc4ccccc4[nH]3)cn12	-3%	0.4%	-7%	68%	11%
CCc1cccc(NC(=O)Cc2cn(C)c3ccccc23)c1	2%	6.1%	8%	37%	-5%
CC(=NCCN1CCOCC1)c1c(O)n(-c2ccccc2C)c(=O)[nH]c1=O	5%	0.9%	-7%	8%	-6%
CC1=Nc2ccccc2/C1=C/c1sc(=N)n(-c2nccs2)c1O	13%	?	1%	1.5µM*	?
COc1ccc2oc(C(=O)OC(C)C(=O)NC3(C#N)CCCCC3)c(C)c2c1 (stereo unspecified)	-13%	5.0%	6%	11%	3%
Cn1nc(-c2ccc(Cl)cc2)c2cc(C(=O)NCCN3CCOCC3)sc21	0%	3.7%	-14%	nt	4%
CCN(C[C@H]1N[C@@](C)(C(=O)OC)[C@H]2C(=O)N(C)C(=O)[C@@H]12)C(=O)COC	-3%	0.5%	nt	-11%	3%
COc1cc2c(=O)n(CC3CCCO3)c(=O)n(CC(=O)Nc3ccc(F)cc3F)c2cc1OC (stereo unspecified)	-47%	2.8%	-19%	nt	-5%
CCn1cc(C(=O)N[C@@H](CCSC)C(=O)NCCCO)c(=O)c2cc3c(cc21)OCO3	2%	1.2%	-8%	-4%	1%
CC[C@@]12C(=O)N(c3cccc(Br)c3)C(=O)N1[C@H](c1ccc(F)cc1)[C@@H]1C(=O)N(C3CCCCC3)C(=O)[C@@H]12	7%	i	-7%	56%	0%
Cc1ccc(Nc2ncnc3nc[nH]c23)cc1Cl	-10%	2.3%	-7%	26%	5%
Cc1ccc(NC(=O)CSc2nc3c(c(=O)n(C)c(=O)n3C)n2C)cc1	-4%	0.4%	7%	10%	0%
COc1ccccc1CNC(=O)c1ccc(Br)o1	0%	0.1%	11%	39%	-2%	inhibitors of VEEV 10K pilot screen=1.0
COc1cccc(N2CCN(C(=O)CN3C(=O)NC(C)(c4ccc5ccccc5c4)C3=O)CC2)c1 (stereo unspecified)	3%	7.2%	-6%	25%	68%
Cc1nc2scc(C)n2c(=O)c1S(=O)(=O)N1CCN(c2cccc(C(F)(F)F)c2)CC1	14%	1.6%	28%	3%	3%
O=C(c1ccc2c3c(cccc13)CC2)C1CCCN(C(=O)c2ccc[n+]([O-])c2)C1 (stereo unspecified)	5%	0.2%	-15%	4%	-1%
CCC(c1nc2ccccc2c(=O)n1CCN1CCOCC1)N1C(=O)c2ccccc2C1=O (stereo unspecified)	6%	i	2%	2%	-7%
